# Bioassay records from PubChem BioAssay.
# mlh1 rad18 = NCI yeast anticancer drug screen, S. cerevisiae mlh1 rad18 strain; growth inhibition, % at 50 µM; 11% of 79,000 active;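 also: 0% = growth of vehicle-only cultures of the same strain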
#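 Genetically defined yeast (DNA repair-deficient) exposed to compounds; growth inhibition determined relative to vehicle.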
# bub3 = NCI yeast anticancer drug screen, S. cerevisiae bub3 mutant strain. % growth inhibition at 50 µM. 9.9% of 78,000 active;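 also: 0% = growth of vehicle-only cultures of the same strain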
#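 Compounds were applied to a genetically altered yeast strain carrying a cell-cycle control defect. Growth inhibition was scored against vehicle-treated controls.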
# yeast sgs1 mgt1 = NCI yeast anticancer drug screen, S. cerevisiae sgs1 mgt1 strain; growth inhibition, % at 50 µM; 10% of 78,000 active;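 also: 0% = growth of vehicle-only cultures of the same strain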
#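 Inhibition of yeast growth, normalised to vehicle-treated controls, is reported for a strain bearing genetic alterations in DNA damage repair.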
# mec2-1 = NCI yeast anticancer drug screen, S. cerevisiae mec2-1 strain; % growth inhibition at 50 µM; 9% of 79,000 active; AID 157, 2004;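 also: 0% = growth of vehicle-only cultures of the same strain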
#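 Readout is yeast growth inhibition, normalised to vehicle-treated controls, in the mec2-1 strain exposed to compound.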
# cln2 rad14 = NCI yeast anticancer drug screen, S. cerevisiae cln2 rad14 strain | growth inhibition, % at 50 µM | 8.3% of 78,000 active | AID 165, 2004;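 also: 0% = growth of vehicle-only cultures of the same strain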
#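 Each compound was tested on cln2 rad14 yeast. Inhibition of growth was calculated against vehicle-exposed controls.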
# rad50 = NCI yeast anticancer drug screen, S. cerevisiae rad50 strain; AID 155, 2004; % growth inhibition at 50 µM; 10% of 79,000 active;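 also: 0% = growth of vehicle-only cultures of the same strain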
#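 Growth of the mutant yeast was measured after compound exposure and referenced to vehicle-treated cultures.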
# * = called active by the depositor; x = not tested or not shown; & = joins results of further samples; ! = not confirmed by another sample. Rule as the data show it: active = growth inhibition above about 70%; inactive = the rest.
SMILES,mlh1 rad18,bub3,yeast sgs1 mgt1,mec2-1,cln2 rad14,rad50
O=C(CCS(=O)(=O)CCC(=O)c1ccco1)c1ccco1,15.1,12.0,22.0,14.1,47.9,13.2
C=Cc1ccc(CC)cn1,10.6,-4.0,-10.8,7.7,-18.2,-23.9
COC(=O)/C=C(\C)CC/C=C(\C)CCC1OC1(C)C (stereo not given),81.1*,77.5*,84.7*,44.1,57.3,11.9
CCCC(=O)OCCOc1ccccc1,2.5,0.8,11.0,2.3,7.2,18.1
CCC(=O)c1ccc(OC(=O)Nc2ccc(Cl)cc2[N+](=O)[O-])cc1,-123.8,26.2,38.5,42.8,-0.8,2.2
CNC(=O)NC1C(CO)OC2OC(C)(C)OC21 (stereo not given),2.5,-9.8,10.4,5.2,-35.3,6.5
CCNc1nc2c(cnn2C)c(=O)[nH]1,29.4,28.1,4.4,28.4,-34.1,-16.6
CC(=O)/C(C=Nc1c(C)n(C)n(-c2ccccc2)c1=O)=C(/C)O,28.5,24.9,28.1,29.0,9.7,24.6
CC1CCC2CC(=O)NC(=O)CC12 (stereo not given),-4.8,-13.3,6.3,-39.4,23.5,-10.9
CN1C(=O)NC2ON=C(c3ccccc3)C2C1=O (stereo not given),-2.0,-1.4,-3.1,-6.8,-29.1,-1.6
c1ccc(C[P+]2(c3ccccc3)c3ccccc3-c3ccccc32)cc1,-38.2,-6.6,-11.2,-8.0,4.2,-25.9
NS(=O)(=O)c1ccc(N2C(=O)C(=O)N(c3ccccc3)C2=S)cc1,-20.5,-3.8,-16.2,-11.9,-39.4,-15.8
O=C(CNC(=O)c1ccccc1)OCC(=O)c1ccccc1,4.6,-6.7,1.4,10.4,1.9,20.4
Cc1cc(=O)n(-c2ccccc2)c(=S)n1-c1nc2ccccc2[nH]1,39.3,18.0,-5.8,11.3,-10.4,13.8
Cc1cc(C)c(S(=O)(=O)O)cc1[N+](=O)[O-],20.8,7.2,16.8,14.3,17.1,11.8
CCN(CC)CCNC(=O)Nc1ccc(OC)cc1,7.7,32.8,13.8,24.0,-0.1,2.1
CC(C)=CCC/C(C)=C/Cn1c(=O)cc[nH]c1=O,-0.1,2.1,-15.8,-6.9,-107.5,10.7
O=C(CC(=O)CC(O)(c1ccccc1)c1ccccc1)CC(=O)c1ccccc1,98.0*,97.2*,98.0*,98.0*,98.0*,98.4*
NC1=NN(c2ccccc2)C(=O)C1/C(=N\NC(=O)c1cc2ccccc2cc1O)C(=O)Nc1cccc(C(F)(F)F)c1 (stereo not given),31.4,20.5,-33.5,15.7,19.9,47.0
O=c1[nH]nc(SCc2ccccc2)c2nncn12,20.1,6.5,6.3,3.1,23.4,2.5
Cc1cc(S(=O)(=O)Nc2n[nH]c(N)n2)c(Cl)cc1Cl,-48.5,9.4,-56.0,1.6,-51.0,-52.0
COc1ccc(-c2sc(C)nc2O)cc1,7.2,-15.5,0.3,2.4,-20.8,7.8
Cc1ccc2nc3c(C)c(Cl)c(=O)cc-3sc2c1,36.5,-2.4,7.4,19.4,-0.1,7.0
Nc1cc(C(=O)O)c(O)c(S(=O)(=O)O)c1,-3.5,-0.5,-16.2,1.9,-15.7,-2.7
O=C1NC23CC=CCC12CCCC3 (stereo not given),21.4,18.4,-2.5,-0.3,-63.4,9.6
CCCCCCCCOC(=O)CCC(N)C(=O)O (stereo not given),-13.8,-12.9,8.0,-17.4,-17.9,-15.4
C[N+](C)(CC(=O)Nc1ccc(Cl)cc1)Cc1ccc2c(c1)CCCC2,99.7*,99.3*,99.8*,99.8*,99.0*,99.5*
CCOC1=C(c2ccccc2)Sc2ccc(C)cc2C1c1ccc(C)cc1 (stereo not given),82.9*,90.0*,95.3*,78.2*,13.1,60.2
CCOc1c(N=Nc2cccc(Cl)c2)c(C)nn1C(=S)SC,32.8,21.5,27.0,23.6,28.3,16.5
CC(/C=C/c1ccccc1)=N\NC(N)=S,58.8,83.5*,86.1*,62.5,83.0*,33.7
O=C(C(=O)n1ncc(Cl)c(Cl)c1=O)n1ncc(Cl)c(Cl)c1=O,65.9,36.9,44.9,70.9*,13.8,18.6
O=C1C2CCOC2N=C2CCCN12 (stereo not given),-11.1,-5.3,-3.5,5.5,1.6,-1.9
O=C(c1ccc(Br)cc1)C1OC12C(=O)Nc1ccccc12 (stereo not given),99.5*,99.6*,99.7*,99.7*,99.1*,99.7*
O=C1C=CC(=O)N1c1ccc(N=Nc2ccccc2)cc1,85.5*!,87.0*!,89.7*!,86.2*!,87.2*!,86.2*!
CC(=O)NC1C(COC(=O)c2ccc([N+](=O)[O-])cc2)OC2OC(C)(C)OC21 (stereo not given),0.4,-2.1,14.3,-4.2,11.1,34.4
C(=P(c1ccccc1)(c1ccccc1)c1ccccc1)[P+](c1ccccc1)(c1ccccc1)c1ccccc1,99.2*,99.0*,99.3*,99.3*,98.7*,99.3*
CC(=O)Nc1cncc2ccccc12,-2.9,-6.6,-15.0,-4.2,-39.9,5.7
CN(CCC(=O)c1ccc2ccccc2c1)Cc1ccccc1,20.7,8.0,27.4,3.0,-1.4,16.4
O=C(O)/C=C(\Br)c1ccccc1,9.9&11.4,-13.2&6.0,-15.1&-12.9,24.4&13.8,-32.3&1.4,-2.5&13.2
Cc1ccc(S(=O)C(C)C(Cl)c2ccccc2)cc1 (stereo not given),6.9,11.7,5.6,0.2,16.9,-3.6
c1ccc(N2CCN(c3ccccn3)CC2)nc1,-5.1,-13.7,2.5,-13.6,-21.5,-2.6
OC12c3ccccc3C1CCCCC2N1CCCC1 (stereo not given),-15.3,-33.6,-8.4,-22.7,-4.8,4.2
O=C(O)CC(=O)Nc1cc([N+](=O)[O-])ccc1OCc1ccccc1,0.8,5.7,-1.1,3.6,-14.7,-3.0
O=C(Nc1cc(Cl)c(I)c(Cl)c1)C(F)(F)F,97.5*,79.8*,96.8*,97.4*,97.0*,96.6*
N#CCN1CCOCC1,27.1,10.2,4.5,-1.6,15.2,31.5
OCC1CC(O)CN2CCc3c([nH]c4ccccc34)C2C1 (stereo not given),2.8,0.1,11.3,3.2,-5.2,4.6
Cc1nonc1C(=O)O,-9.8,-3.2,-5.4,-3.9,2.2,-13.7
COc1cc(C=Nc2ccc(C)c(C)c2)ccc1OC(=O)c1ccccc1,-7.3,11.4,16.4,-20.1,7.0,-14.0
O=C(OCC1OC(OC(=O)c2cc(O)c(O)c(OC(=O)c3cc(O)c(O)c(O)c3)c2)C(OC(=O)c2cc(O)c(O)c(OC(=O)c3cc(O)c(O)c(O)c3)c2)C(OC(=O)c2cc(O)c(O)c(OC(=O)c3cc(O)c(O)c(O)c3)c2)C1OC(=O)c1cc(O)c(O)c(OC(=O)c2cc(O)c(O)c(O)c2)c1)c1cc(O)c(O)c(OC(=O)c2cc(O)c(O)c(O)c2)c1 (stereo not given),23.4,17.9,19.6,10.6,7.5,27.1
Cc1ccc(Cl)cc1N,18.8,0.8,8.2,31.1,-27.0,11.8

# The closing 4 records of the part above are carried over, then new ones follow.
SMILES,mlh1 rad18,bub3,yeast sgs1 mgt1,mec2-1,cln2 rad14,rad50
Cc1nonc1C(=O)O,-9.8,-3.2,-5.4,-3.9,2.2,-13.7
COc1cc(C=Nc2ccc(C)c(C)c2)ccc1OC(=O)c1ccccc1,-7.3,11.4,16.4,-20.1,7.0,-14.0
O=C(OCC1OC(OC(=O)c2cc(O)c(O)c(OC(=O)c3cc(O)c(O)c(O)c3)c2)C(OC(=O)c2cc(O)c(O)c(OC(=O)c3cc(O)c(O)c(O)c3)c2)C(OC(=O)c2cc(O)c(O)c(OC(=O)c3cc(O)c(O)c(O)c3)c2)C1OC(=O)c1cc(O)c(O)c(OC(=O)c2cc(O)c(O)c(O)c2)c1)c1cc(O)c(O)c(OC(=O)c2cc(O)c(O)c(O)c2)c1 (stereo not given),23.4,17.9,19.6,10.6,7.5,27.1
Cc1ccc(Cl)cc1N,18.8,0.8,8.2,31.1,-27.0,11.8
COc1nnc(C)c2[nH]c(=S)[nH]c12,-6.9,-10.9,-5.9,5.5,-20.1,3.0
N#CCCSC(=S)C1CCCC1=N (stereo not given),-4.4,-18.4,-19.1,-10.5,-5.1,-2.0
COC(=O)C(CCSC)NC(=O)C1CSC(C)(C)N1C=O (stereo not given),-1.9,44.5,39.2,0.2,-1.9,0.7
O=CC(=O)c1cccc([N+](=O)[O-])c1,10.4,-29.2,-3.6,7.8,11.4,3.5
Nc1cc2c(cc1[N+](=O)[O-])-c1cccc(F)c1C2,33.0,-9.2,0.7,7.7,10.8,63.6
CCN(CC)CCOC(=O)c1ccc(N=Nc2ccc(O)c3ccccc23)cc1,99.0*,41.1,99.0*,99.1*,86.8*,98.8*
C=C1C2Oc3ccccc3C1N(c1ccccc1)O2 (stereo not given),70.5*,9.4,66.0,19.9,39.1,35.0
O=C(NC(=S)Nc1c(Cl)cc(Cl)cc1Cl)c1ccccc1,29.6,62.4,35.4,32.7,26.3,42.6
CCSc1nnc(SCC)c2c1ncn2CC,9.1,7.5,26.4,5.8,-39.8,19.9
Cc1nn(C(=O)c2ccccc2O)c2c1C(c1ccccc1O)SC(N)=N2 (stereo not given),33.1,42.5,37.1,9.9,-11.1,29.6

# The final two entries of the part before open the next one.
SMILES,mlh1 rad18,bub3,yeast sgs1 mgt1,mec2-1,cln2 rad14,rad50
CCSc1nnc(SCC)c2c1ncn2CC,9.1,7.5,26.4,5.8,-39.8,19.9
Cc1nn(C(=O)c2ccccc2O)c2c1C(c1ccccc1O)SC(N)=N2 (stereo not given),33.1,42.5,37.1,9.9,-11.1,29.6
COc1cc(/C=C2/Nc3ccc(Cl)cc3NC2=O)ccc1O,31.0,-3.0,5.2,3.5,2.7,29.2
CCCCC(=O)OCC(=O)[C@]1(O)Cc2c(O)c3c(c(O)c2[C@@H](OC2CC(NC(=O)C(F)(F)F)C(O)C(C)O2)C1)C(=O)c1c(OC)cccc1C3=O (stereo not given in full),30.8,53.0,29.9,21.3,4.9,19.5
CC1(C)OC2OC(C(O)COC(=O)c3ccccc3)C(Cl)C2O1 (stereo not given),39.3,14.2,-1.6,8.3,-5.5,26.6
Brc1nnnn1-c1ccccc1,1.4,x,x,18.9,x,1.0
CC(c1ccccc1)c1ccc2ccccc2c1C(=O)O (stereo not given),64.8,29.6,42.6,43.2,82.0*,39.8
O=C(O)CCc1ccccc1-c1ccccc1C(=O)O,31.4,0.3,-2.5,1.4,8.8,4.0
Cc1ccc(S(=O)(=O)c2ccc(O)c(C)c2)c(O)c1 (tested in a mixture with another compound),50.2,33.4,35.3,22.9,45.6,36.6
CC(CN)OC12CC3CC(CC(C3)C1)C2 (stereo not given),0.7,3.5,-6.2,-8.9,-75.1,0.8
CCN(CC)c1nc(SC)nc2nc(C)[nH]c12,-24.6,3.0,-2.0,-25.1,-26.9,5.4
COc1ccc(CN2C(=O)C(=O)N(C)C2=O)c2ccccc12,23.6,18.5,13.8,4.7,18.1,36.9

# Sorted by formula weight (descending): some entries from above.
SMILES,mlh1 rad18,bub3,yeast sgs1 mgt1,mec2-1,cln2 rad14,rad50
Cc1nn(C(=O)c2ccccc2O)c2c1C(c1ccccc1O)SC(N)=N2 (stereo not given),33.1,42.5,37.1,9.9,-11.1,29.6
CN1C(=O)NC2ON=C(c3ccccc3)C2C1=O (stereo not given),-2.0,-1.4,-3.1,-6.8,-29.1,-1.6
N#CCCSC(=S)C1CCCC1=N (stereo not given),-4.4,-18.4,-19.1,-10.5,-5.1,-2.0

# Next section.
SMILES,mlh1 rad18,bub3,yeast sgs1 mgt1,mec2-1,cln2 rad14,rad50
CSC(CC(=O)O)C(=O)O (stereo not given),-7.7,-1.4,-0.5,-10.2,5.7,10.3
Cc1ncc([N+](=O)[O-])n1CCOc1c(Cl)cc(Cl)cc1CN(C)C1CCCCC1,-13.0,4.8,-14.9,7.0,16.9,-17.3
Cc1ccccc1NC(=O)Cc1csc(N/N=C2\NC(=O)/C(=C/c3cccc([N+](=O)[O-])c3)S2)n1,60.5,66.2,79.0*,32.1,21.6,64.1
Cn1c(=O)c2[nH]cnc2n(C)c1=O,2.8&19.1,-2.2&-4.0,-20.8&-35.5,2.3&-16.1,-9.2&-23.8,10.1&4.5
Oc1ccccc1/C=N/Nc1nc(N/N=C/c2ccccc2O)nc(N/N=C/c2ccccc2O)n1,15.9,-6.7,27.4,20.5,16.9,25.3
Cc1[nH]c2ccc(CN)cc2c1CC(N)C(=O)O (stereo not given),7.5,2.9,-0.9,7.4,5.2,-17.2
CC(C)NC(=S)NC(C)C,36.9,24.9,5.5,-2.0,2.2,35.9
CC(C)C1CCC(NC(=O)Nc2ccccc2)CC1 (stereo not given),81.1*!,23.6&66.7,70.5*!,20.3&48.5,-3.5&46.2,79.5*!
CCOC(=O)C(Cc1ccccc1)NC(=O)c1[nH]cnc1/N=N/N(C)C (stereo not given),-22.3,2.8,-29.4,-44.0,-2.0,44.0
Cc1cc(C)[n+](C)c(/C=C\c2ccc(Cl)cc2)n1,12.9,-4.5,10.8,-7.0,3.0,7.3
O=C(Oc1cccc2ccccc12)c1ccccc1,-9.4,6.2,-5.2,15.6,-76.2,-10.4
